# Screening data (PubChem)
# OX1R antag-1: antagonists of human orexin 1 receptor (OX1R) | Orexin/Hypocretin receptor type 1 (Homo sapiens), O43613 | OX1R-expressing cells, FRET antagonist read-out | inhibition, % at 6.6 µM | 330,000 tested, 1.8% active | AID 485270, 2010; in the data active means inhibition mostly above about 38%, no sharp cut-off; inactive means mostly below about 40%;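 further: 0% = agonist challenge alone and 100% = reference antagonist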
# Target sequence (O43613 whole entry, looked up): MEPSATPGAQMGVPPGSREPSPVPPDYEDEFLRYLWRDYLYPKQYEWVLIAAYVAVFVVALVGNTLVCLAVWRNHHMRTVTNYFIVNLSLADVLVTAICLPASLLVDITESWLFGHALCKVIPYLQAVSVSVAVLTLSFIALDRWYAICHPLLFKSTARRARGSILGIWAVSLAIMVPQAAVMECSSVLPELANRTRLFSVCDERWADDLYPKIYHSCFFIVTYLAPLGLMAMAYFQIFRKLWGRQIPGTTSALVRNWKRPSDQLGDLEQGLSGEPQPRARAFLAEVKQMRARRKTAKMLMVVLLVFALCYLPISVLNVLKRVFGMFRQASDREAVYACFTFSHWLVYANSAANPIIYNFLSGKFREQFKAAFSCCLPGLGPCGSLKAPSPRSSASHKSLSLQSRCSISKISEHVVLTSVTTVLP
# STK33 inh: inhibitors of purified STK33 kinase, primary screen, biochemical, ADP-Glo luminescence, homogeneous, cell-free; Serine/threonine-protein kinase 33 (Homo sapiens), Q9BYT3; MBP phosphorylation; inhibition, % at 10 µM; 320,000 tested, 0.073% active; AID 2661, 2010;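 active means inhibition at or above 25%, using the most active replicate where run in duplicate; inactive means inhibition below 25%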
# Target sequence (Q9BYT3 whole entry, looked up): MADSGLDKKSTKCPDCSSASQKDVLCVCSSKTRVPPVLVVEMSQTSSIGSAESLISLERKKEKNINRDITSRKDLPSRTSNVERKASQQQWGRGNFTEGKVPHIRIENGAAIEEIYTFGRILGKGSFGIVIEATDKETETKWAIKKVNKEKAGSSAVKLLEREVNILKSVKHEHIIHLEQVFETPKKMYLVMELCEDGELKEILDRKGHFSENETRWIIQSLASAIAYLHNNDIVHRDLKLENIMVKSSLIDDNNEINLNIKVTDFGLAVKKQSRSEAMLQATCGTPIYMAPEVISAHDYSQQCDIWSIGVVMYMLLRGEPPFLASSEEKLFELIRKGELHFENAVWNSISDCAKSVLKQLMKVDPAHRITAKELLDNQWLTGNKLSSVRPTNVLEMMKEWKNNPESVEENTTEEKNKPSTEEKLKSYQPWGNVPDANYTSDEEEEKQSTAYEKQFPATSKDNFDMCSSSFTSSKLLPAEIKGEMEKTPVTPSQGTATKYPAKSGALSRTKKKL
# OX1R antag-2: OX1R (HCRTR1) antagonists, primary screen, fluorescence, CHO/OX1R cells, Fluo-8 calcium, orexin A. Orexin/Hypocretin receptor type 1 (Homo sapiens), O43613. Fluo-8 calcium fluorescence. inhibition, % at 5 µM. 330,000 tested, 0.43% active. AID 434989, 2010;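 active means inhibition above its plate's threshold, mean inhibition of all tested compounds on the plate plus 3 SD, cut at about 37% in these data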;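 further: 0% = orexin A challenge wells and 100% = SB-334867-A antagonist wells; not every result past the cut was called active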
# * hit, by the source's call; nt = no result given; & = joins results of further samples.
structure	STK33 inh	OX1R antag-2	OX1R antag-1
CC(C)NC(=O)N(C)C[C@H]1Oc2ccc(NC(=O)CCC(F)(F)F)cc2C(=O)N([C@H](C)CO)C[C@@H]1C	0.3	-18	4
O=C(Oc1cccnc1)c1ccco1	-3.0	-3	14
N#CC1=C(N)OC2=C(C(=O)CCC2)C1CCc1ccccc1 (configuration not stated)	-0.9	-9	11
COc1ccc(N2C(=O)CC(Sc3nc4c(cc3C#N)CCC4)C2=O)cc1 (configuration not stated)	-1.4	-29	45
Cc1ccc(N2C(=O)C3C4C=CC(CNC(=S)N5CCN(c6cccc(C)c6)C(C)C5)(O4)C3C2=O)cc1 (configuration not stated)	-2.8	-30	17
CCCc1cc(=O)oc2cc(C)cc(OC(=O)c3ccco3)c12	-0.1	-35	9
O=C(CSc1nc2ccccc2c(=O)n1CCC(=O)N1CCCCC1)NCc1ccccc1	1.2	-13	37
CCc1cc(C(N)=S)ccn1	0.5	-16&-1	9&18
COc1ccc(C2=NS(=O)(=O)N(C)C(C(=O)N3C(C)CCCC3C)=C2)cc1 (configuration not stated)	0.0	-11	10
CC1=CS(=O)(=O)CC1Sc1ncn[nH]1 (configuration not stated)	-0.7	0	10
CC(=O)NC(=S)Nc1ccc(NC(=O)c2cccnc2)cc1	-1.1	4	7
Cc1cccc(-n2c(-c3ccncc3)n[nH]c2=S)c1C	nt	-15	9
CN(C)c1nc(NCc2ccccc2)nc(SCC(=O)Nc2ccc(Cl)c(Cl)c2)n1	-1.8	-12	10
O=C(CN1CCCCC1)Nc1nc(-c2ccc(F)c(F)c2)cs1	0.7	-17	13
COc1ccc(NC(=S)N(CCCN2CCOCC2)Cc2ccccn2)cc1	-0.8	-2	17
CC1(C)Cc2nc3sc4c(N(CCO)CCO)nnnc4c3cc2CO1	-0.3	-7	18
COc1ccc(CN(CC(=O)NCC2CCCO2)C(=O)CNS(=O)(=O)c2ccccc2)cc1 (configuration not stated)	-0.9	-12	21
CSc1ccc(S(=O)(=O)N2CCC(C(=O)Nc3ccc(C(N)=O)cc3)CC2)cc1	-0.6	11	6
COc1ccccc1-c1nc(-c2ccc(C)nc2OC)no1	-5.3	-23	25
Cc1ccc(N(CC(=O)NCc2ccc3c(c2)OCO3)S(=O)(=O)c2c(C)noc2C)cc1	-0.2	-8	60*
Cn1cc(P(=S)(N2CCOCC2)N2CCOCC2)cc1P(=S)(N1CCOCC1)N1CCOCC1	0.8	-8	8
COc1cc2c(cc1OC)C(c1c(Cl)cccc1Cl)NC(=O)C2 (configuration not stated)	0.6	-15	10
Cc1cccc(C(=O)OCC(=O)Nc2c(C)nn(-c3ccccc3)c2C)c1O	-0.7	-9	0
CCOc1cc2oc(=O)c3c(c2cc1Cl)CCC3	-0.1	-14	-4
CCC(=O)NCCc1nc2ccccc2n1Cc1ccccc1	-2.1	-18	8
CC(Oc1ccc(Cl)cc1)C(=O)Nc1cccc(S(=O)(=O)N2CCOCC2)c1 (configuration not stated)	0.0	-13	3
Cc1nc2ccc(C(=O)OCc3nnc(-c4ccc(Br)cc4)o3)cc2nc1C	-0.2	-7	4
COc1cc(C2/C(=C(\O)c3ccc4c(c3)OCCO4)C(=O)C(=O)N2Cc2ccccc2)ccc1O (configuration not stated)	-1.1	-7	15
Cc1cc(NC(=O)C2CCN(S(=O)(=O)Cc3ccccc3)CC2)ccc1-n1cnnn1	-0.6	-9	8
COc1cc(OC)c(NC(=O)c2c(-c3ccccc3)noc2C)cc1Cl	-0.2	0	3
O=S(=O)(NCCc1csc(-c2cccnc2)n1)c1ccc2c(c1)OCCO2	0.0	-21	4
N/C(=N\OC(=O)CCC1CCCC1)c1cccc([N+](=O)[O-])c1	-1.7	4	9
COc1ccc(C(=O)NC2CC2)cc1OC1CCN(Cc2ccc(F)c(F)c2)CC1	-0.9	-21	9
COc1ccccc1N1CCN(C(=O)C2CCCN(S(=O)(=O)c3ccc4c(c3)CCCN4C(C)=O)C2)CC1 (configuration not stated)	-0.5	29	33
CC(C)N(C(=O)COC(=O)c1ccccc1C(=O)N1CCN(c2ccc(F)cc2)CC1)C(C)C	0.0	-23	1
CN1C(=O)Cc2cc(S(=O)(=O)N3CCN(c4ccccc4F)CC3)ccc21	-0.9	-20	19

# OX1R antag-1, entries above that show a hit
structure	STK33 inh	OX1R antag-2	OX1R antag-1
Cc1ccc(N(CC(=O)NCc2ccc3c(c2)OCO3)S(=O)(=O)c2c(C)noc2C)cc1	-0.2	-8	60*

# A draw from above in order of formula weight, low to high:
structure	STK33 inh	OX1R antag-2	OX1R antag-1
N/C(=N\OC(=O)CCC1CCCC1)c1cccc([N+](=O)[O-])c1	-1.7	4	9
CCC(=O)NCCc1nc2ccccc2n1Cc1ccccc1	-2.1	-18	8
COc1cc(OC)c(NC(=O)c2c(-c3ccccc3)noc2C)cc1Cl	-0.2	0	3
CC(Oc1ccc(Cl)cc1)C(=O)Nc1cccc(S(=O)(=O)N2CCOCC2)c1 (configuration not stated)	0.0	-13	3
CC(C)N(C(=O)COC(=O)c1ccccc1C(=O)N1CCN(c2ccc(F)cc2)CC1)C(C)C	0.0	-23	1
COc1cc(C2/C(=C(\O)c3ccc4c(c3)OCCO4)C(=O)C(=O)N2Cc2ccccc2)ccc1O (configuration not stated)	-1.1	-7	15

# Remaining list, next part:
structure	STK33 inh	OX1R antag-2	OX1R antag-1
CCOc1ccc(OCC)c(NC(=O)CCSCCc2ccccn2)c1	-0.1	-32	29
CN(C)c1nc(N)c([N+](=O)[O-])c(NCCO)n1	-1.1	2	15
COc1ccc(N(CC(=O)NCc2ccc(Cl)cc2)S(=O)(=O)c2c(C)nn(C)c2C)cc1	-0.4	-37	9
COc1ccc(S(=O)(=O)NC(C)C(=O)Nc2cccc(C(C)=O)c2)cc1 (configuration not stated)	-0.7	-14	2
COc1ccc(NC(=O)CN(C)CC(=O)Nc2cccc(C(F)(F)F)c2)cc1	0.4	-12	5
Cc1cc(F)ccc1S(=O)(=O)N1CCCOC1CNC(=O)C(=O)NCC(C)C (configuration not stated)	-1.2	-2	32
O=S(=O)(NCc1ccccc1F)c1cccc(S(=O)(=O)N2CCOCC2)c1	0.9	-4	15
c1ccc([C@H]2CC3C[C@@H](c4ccccc4)N2O3)cc1	nt	-15	6
COc1ccc(C(=O)C(CN2CCCC2)c2ccccc2)cc1 (configuration not stated)	-1.3	-10	20
CCOc1cc(C)nc(N2CCC(C(=O)Nc3ccccc3OCC)CC2)n1	-1.9	-19	12
COC(=O)c1ccnc(/C=N/O)c1	-0.7	1	15
Cc1cc(Cl)ccc1NC(=S)NCc1ccco1	-1.4	-1	12
Cc1cc(OC(=O)N2CCCCC2)cc(C)c1Cl	-1.5	-17	12
S=C(NCc1ccccc1)Nc1cccc2ccccc12	-1.1	-9	30
O=C(c1ccccn1)N1CCN(S(=O)(=O)c2ccc3ccccc3c2)CC1	-0.5	-26	22
Cc1ccccc1NC(=S)NCCc1ccccc1	-1.5	-7	0
O=P(O)(O)C(O)C(F)(F)C(F)(F)C(F)(F)C(F)F (configuration not stated)	-1.0	-12	7
Cc1ccc(-c2ccccc2NC(=O)C2C3C=CC(C3)C2C(=O)O)o1 (configuration not stated)	-0.4	-3	24
CC(C)C(NC(=O)c1c(F)cccc1F)C(=O)NC1CC(C)(C)NC(C)(C)C1 (configuration not stated)	1.5	-26	14
CC(=O)COc1nc2c(c(-c3ccco3)c1C#N)CCc1ccccc1-2	0.0	-25	10
O=C(NC1CCCCCC1)C(=S)NC1CCCCC1	-1.0	-1	32
CC(=N[C@@H]1CCCC[C@H]1N=C(C)c1ccccc1O)c1ccccc1O	-2.6	-8	16
Cn1c(SCC(=O)Nc2ccc(NC(=O)c3ccccc3F)cc2)nnc1-c1ccncc1	-1.4	-6	20
COc1ccc(CCN2C(=S)N(C)C(=O)C2CC(=O)Nc2ccc(F)cc2)cc1 (configuration not stated)	-0.1	-31	9
CCOC(=O)c1cc(-c2csc(Nc3c(C)cc(C)cc3C)n2)on1	-1.4	-37	3
COCCNC(=O)C(c1cccs1)N(C(=O)Cn1nnc2ccccc21)c1ccc(OC)cc1 (configuration not stated)	0.0	-28	15
N#Cc1ccc2nc3c(nc2c1)CCCC3	0.1	-28	17
C=CCN(CC=C)Cc1ccc(C(=O)OC)o1	0.0	-19	14
CCCOc1ccc(C=Nc2ccc(OC)c(S(=O)(=O)N3CCOCC3)c2)c(O)c1	-3.3	-3	3
O=C1CCCN1CCCNS(=O)(=O)c1ccc(F)cc1F	-5.3	-3	13
O=S(=O)(c1ccccc1)C1CON(Cc2ccccc2)C1c1ccccc1 (configuration not stated)	-0.5	-13	50
COc1ccccc1OCC(=O)NCCS(=O)(=O)N1CCN(c2ccccc2)CC1	-0.3	-44	2
Cc1ccn2cc(C(=O)NC3CCN(Cc4ccccc4)CC3)nc2c1	0.4	-22	8
COC(=O)CSc1[nH]c2ccc(Br)cc2c1[N+](=O)[O-]	-2.2	-27	17
O=C(c1ccc(CNS(=O)(=O)c2ccc(Br)cc2)cc1)N1CCCCC1	-0.2	-28	18
COc1ccc(OCCC(=O)N2CCOCC2)cc1	-0.1	-5	18
O=C1C=C(NCc2ccco2)CC(c2ccc(Cl)cc2)C1 (configuration not stated)	1.1	-10	29
CCN(CC(=O)NC(=O)NC1CCCCC1)Cc1nc2ccccc2c(=O)[nH]1	-0.5	-27	31
COCCCn1c(SCc2nc3ccccc3c(=O)[nH]2)nc2ccccc2c1=O	-1.4	-22	6
O=C(CNC(=O)c1cccs1)NCCN1CCN(Cc2ccccc2)CC1	-0.4	16	15
CCC/C(=N/NC(=O)c1cccc(Cl)c1)c1ccccc1	-0.7	-10	12
COc1cccc(/C=N/n2c(-c3cccs3)n[nH]c2=S)c1	0.9	-8	30
CCc1nnc(NC(=O)c2cc(S(=O)(=O)N3CCCCC3)ccc2C)s1	0.5	-27	4
O=C1CCN(CCCc2ccccc2)CCN1CCO	-0.8	-29	25
Cc1ccc(C(C(=O)NC2CCCCC2)N(CCCN2CCOCC2)C(=O)c2snc(C(N)=O)c2N)cc1 (configuration not stated)	-0.8	-26	17
C=CCn1cc(C(=O)NCc2ccco2)c(=O)c2cc(S(=O)(=O)N3CCCCCC3)ccc21	-0.7	-31	4
CN1/C(=C\C(=O)COC(=O)c2ccco2)C(C)(C)c2ccccc21	-1.2	-6	32
COc1ccccc1C(=O)OCC(=O)N1CCC(Cc2ccccc2)CC1	nt	-14	7
Cn1c(N)c(C(=O)CCl)c(=O)n(C)c1=O	-2.4	-17	9
N#C/C(=C\c1cn(Cc2cccc(F)c2)c2ccccc12)C(=O)NCc1ccco1	-0.3	12	14
O=C(c1cc(COc2cccc(C(F)(F)F)c2)on1)N1CCc2ccccc2C1	0.5	-5	-1
COc1ccccc1N(Cc1cc(=O)[nH]c2ccccc12)C(=O)c1ccc([N+](=O)[O-])cc1	-2.1	-10	2
CCOC(=O)N1CCN(C(=O)CN(Cc2ccc(Cl)cc2)S(=O)(=O)c2ccc(C)cc2)CC1	0.1	-18	13
COc1cccc(/C=N/n2c(-c3ccco3)nc3ccccc3c2=O)c1OC	-1.0	-22	9
CCOC(=O)c1nc(C)n(-c2ccc(Cl)cc2Cl)n1	0.4	-16	3
O=C(COc1ccc(F)cc1)Nc1nccs1	2.7	-9	5
CC(C)N(C(=O)CSc1n[nH]c(=O)n1CCc1ccccc1)C(C)C	0.3	-8	10
CCOC(=O)C(NC(=O)Nc1ncccn1)(Oc1ccccc1)C(F)(F)F (configuration not stated)	21	1	13
COc1ccc(NC(=O)c2ccc([N+](=O)[O-])cc2[N+](=O)[O-])c(OC)c1	-3.9	-26	39
O=C(Nc1ccccc1N1CCOCC1)c1ccc2c(c1)C(=O)N(Cc1ccncc1)C2=O	-1.7	-15	15

# Following part.
structure	STK33 inh	OX1R antag-2	OX1R antag-1
N#CCCN(C(=O)CSc1nc2nc(-c3cccs3)cc(C(F)(F)F)c2c(=O)[nH]1)c1ccccc1	-0.6	-13	7
CCN(CC)C(=S)SCC(=O)Nc1cccc(C(F)(F)F)c1	-0.3	-5	28
Cc1cc(NC(=O)c2ccc(C#N)cc2)n(-c2ccccc2)n1	-0.1	-21	21
Cc1ccc(CN2CC(C(=O)NNC(=O)Cn3ccc(C(F)(F)F)n3)CC2=O)cc1 (configuration not stated)	0.4	-17	2
COc1ccc(NS(=O)(=O)c2ccc(C)c(C(=O)N(C)Cc3ccc(C)cc3)c2)cc1	0.0	-36	17
O=C(/C=C/Nc1cccc([N+](=O)[O-])c1)c1cccs1	-1.4	-18	14
CCn1nc(C)c(CN2CCN(Cc3ccsc3)C(CCO)C2)c1C (configuration not stated)	-1.0	-3	27
COc1cc(NC(=O)c2cc(C(C)C)on2)cc(OC)c1OC	1.7	-29	8
Cc1cc(C(=O)Nc2ccc(C)c(S(=O)(=O)N3CCOCC3)c2)c2ccccc2n1	3.7	-59	-1
NS(=O)(=O)c1ccc(CCNC(=O)/C=C/c2ccccc2[N+](=O)[O-])cc1	1.6	3	17
CC1C2CC(C/C2=N/NC(=O)c2cccs2)C1(C)C (configuration not stated)	0.7	-24	16
